Bioassay records as filed in PubChem.
KB-V1 cytotox: qHTS assay for MDR1-selective chemotherapeutics: Primary screen using the drug-selected MDR subline cells KB-V1; KB-V1 MDR cells viability, CellTiter-Glo, 72 h; 400,000 compounds, 3.4% hits; Potency, µM (top dose mostly 46.1 µM), for the others: top-dose activity change, negative = cytotoxicity, hits mostly cytotoxic; also: potency is read from the fitted curve at half-maximal effect; % is scaled to controls: 0 for no effect and ±100 for the full control effect; nearly all actives have a fitted effect of over 60% in size
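KB-V1, DMEM (no phenol red) + 10% FBS; cpd pin-transferred, titration series; 72 h, 37 degrees C; CellTiter-Glo, luminescence. Data normalized, curve-fit.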
SW480 rerep: A quantitative high throughput screen for small molecules that induce DNA re-replication in SW480 colon adenocarcinoma cells; SW480 DNA re-replication, Hoechst DNA content imaging, 48 h; Potency, µM (titrated, usually from 46.1 µM), for inactives: top-dose re-replication activation, usual class: activators; 340,000 compounds, 1.8% hits; AID 624297, 2012; also: potency is read from the fitted curve at half-maximal effect; % of control where 0% means no effect; nearly all actives have a fitted effect of over 55% in size
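Per well, 250 cells were exposed to pinned compound for 48 hr. Nuclear DNA was visualised with Hoechst (40 min, 37 C) and total object intensity recorded by fluorescence scanning.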
ATXN2 expr inh: Primary qHTS for Inhibitors of ATXN expression | HEK-293 ATXN2-luciferase reporter, luminescence, 24 h | Potency, µM (doses to about 57 µM), for inactives: top-dose activity change, negative = inhibition, actives largely listed as inhibitors | 360,000 compounds, 0.72% hits | AID 1745845, 2022; also: potency is read from the fitted curve at half-maximal effect; % is scaled to controls: 0 for no effect and ±100 for the full control effect; nearly all actives have a fitted effect of over 55% in size
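ATXN2-luciferase reporter cells (luciferase flanked by upstream and downstream ATXN2 gene portions) were treated 24 h at 37 °C with compounds at up to 57 uM. SteadyGlo luminescence gave expression; GF-AFC fluorescence gave viability.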
IL-1B inflam inh: qHTS for Inhibitors of Inflammasome Signaling: IL-1-beta AlphaLISA Primary Screen. 360,000 compounds, 4.7% hits. THP-1 LPS/ATP IL-1B secretion, AlphaLISA, 16 h; stronger effect = lower value. activity change, % at 57.5 µM; in the data active = activity change below about -50%; inconclusive = mostly about -30% to -49%; also: % is scaled to controls: 0 for no effect and ±100 for the full control effect
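THP-1 cells pretreated 1 hr with compounds (up to 57.5 uM final), then stimulated with LPS (250 ng/mL final) plus ATP (1.25 mM final); secreted IL-1B measured by AlphaLISA after 16 hr, decreased signal indicating inhibition.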
HT1080 IDH1KD tx: qHTS for induction of synthetic lethality in tumor cells producing 2HG: qHTS for the HT-1080-IDH1KD cell line; Potency, µM (titrated, usually from 46.1 µM), without a hit: top-dose activity, negative = toxicity, hits mostly cytotoxic; 360,000 compounds, 2% hits; AID 686971, 2013; HT-1080 IDH1 knockdown viability, ATP luminescence, 48 h;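 also: potency is read from the fitted curve at half-maximal effect; 0% = DMSO wells and -100% = cell-free medium wells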
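Knockdown cells (IDH1KD HT-1080) received compounds 2 h after plating at 750 cells/well and were kept 48 h at 37 °C in 5% FBS RPMI. A CellTiter-Glo luminescence read gave % activity for curve fitting.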
WRN helicase inh: qHTS for Inhibitors of WRN Helicase | WRN helicase unwinding, fluorescent forked duplex, kinetic | Potency, µM (top dose mostly 114 µM), for inactives: at the highest dose activity change, negative = inhibition, most hits filed as inhibitors | 360,000 compounds, 0.46% hits | AID 651768, 2012; also: potency is read from the fitted curve at half-maximal effect; % is scaled to controls: 0 for no effect and ±100 for the full control effect; nearly all actives have a fitted effect of over 55% in size
Target sequence (Q14191 whole entry, looked up): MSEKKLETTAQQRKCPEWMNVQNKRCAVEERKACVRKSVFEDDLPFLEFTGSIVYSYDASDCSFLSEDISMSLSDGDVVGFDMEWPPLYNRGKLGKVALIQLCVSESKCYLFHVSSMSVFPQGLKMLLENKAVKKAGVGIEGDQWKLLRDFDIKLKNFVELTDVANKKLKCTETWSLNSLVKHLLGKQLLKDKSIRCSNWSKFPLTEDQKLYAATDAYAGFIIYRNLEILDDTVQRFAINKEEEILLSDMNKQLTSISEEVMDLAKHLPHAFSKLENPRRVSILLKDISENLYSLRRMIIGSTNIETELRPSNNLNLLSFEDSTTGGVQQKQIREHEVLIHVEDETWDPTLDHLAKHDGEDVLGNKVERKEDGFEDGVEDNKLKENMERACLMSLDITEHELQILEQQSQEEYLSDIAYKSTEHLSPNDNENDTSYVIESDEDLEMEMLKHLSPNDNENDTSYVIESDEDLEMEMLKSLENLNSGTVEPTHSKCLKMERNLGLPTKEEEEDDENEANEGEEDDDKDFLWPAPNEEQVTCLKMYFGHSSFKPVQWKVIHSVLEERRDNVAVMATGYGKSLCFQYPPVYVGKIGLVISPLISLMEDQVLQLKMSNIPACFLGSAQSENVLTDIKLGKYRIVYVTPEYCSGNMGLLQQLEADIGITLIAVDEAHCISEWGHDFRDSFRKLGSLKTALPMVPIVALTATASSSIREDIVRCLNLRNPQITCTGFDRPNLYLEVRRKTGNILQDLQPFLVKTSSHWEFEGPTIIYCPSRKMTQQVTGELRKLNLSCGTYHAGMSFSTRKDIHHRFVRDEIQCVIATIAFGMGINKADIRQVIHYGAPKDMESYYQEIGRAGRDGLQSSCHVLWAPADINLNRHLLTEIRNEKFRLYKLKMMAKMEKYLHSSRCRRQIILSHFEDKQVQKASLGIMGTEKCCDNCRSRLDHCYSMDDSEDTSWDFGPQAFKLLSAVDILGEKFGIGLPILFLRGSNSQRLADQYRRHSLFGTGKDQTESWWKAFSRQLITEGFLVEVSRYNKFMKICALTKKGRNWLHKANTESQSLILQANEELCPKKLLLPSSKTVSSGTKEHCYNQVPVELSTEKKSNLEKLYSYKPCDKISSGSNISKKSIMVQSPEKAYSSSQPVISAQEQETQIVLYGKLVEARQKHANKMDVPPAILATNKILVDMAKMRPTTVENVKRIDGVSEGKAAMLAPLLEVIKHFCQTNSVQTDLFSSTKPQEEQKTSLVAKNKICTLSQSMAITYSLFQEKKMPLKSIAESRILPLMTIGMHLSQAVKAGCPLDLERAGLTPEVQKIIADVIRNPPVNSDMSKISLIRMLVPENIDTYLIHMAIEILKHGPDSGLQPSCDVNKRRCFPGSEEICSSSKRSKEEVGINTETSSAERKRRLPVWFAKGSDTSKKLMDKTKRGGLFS
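WRN at 20 nM final was preincubated with compound for 15 min at room temperature; reaction started with 100 nM forked duplex oligonucleotide carrying fluorophore and quencher plus 2 mM ATP (final). Unwinding followed kinetically by red fluorescence (ex 525/em 598 nm).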
MCF10A rereplic: A quantitative high throughput screen for small molecules that induce DNA re-replication in MCF 10a normal breast cells. 350,000 compounds, 2.9% hits. Potency, µM (titrated, usually from 46.1 µM), without a hit: at the top dose activity, positive = re-replication, actives largely listed as activators. AID 624296, 2012. MCF 10A DNA re-replication, Hoechst nuclear intensity, 48 h; also: potency is read from the fitted curve at half-maximal effect; % of control where 0% means no effect; nearly all actives have a fitted effect of over 50% in size
HT1080NT lethal: qHTS for induction of synthetic lethality in tumor cells producing 2HG: qHTS for the HT-1080-NT fibrosarcoma cell line; HT-1080-NT fibrosarcoma viability, CellTiter-Glo ATP luminescence, 48 h; Potency, µM (top dose mostly 46.1 µM), without a hit: at the highest dose activity, negative = less viability, most hits filed as cytotoxic; AID 686970, 2013; 360,000 compounds, 1.6% hits;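 also: NT is the 2HG producing partner of a matched IDH1 knockdown line; potency is read from the fitted curve at half-maximal effect; 0% = DMSO-treated cells and -100% = media-only wells without cells; nearly all actives have a fitted effect of over 55% in size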
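Viability by CellTiter-Glo luminescence after 48 h compound exposure at 37C of HT-1080-NT cells (750/well, RPMI, 5% FBS). % activity scaled between DMSO wells and medium-only wells, then curve-fitted and categorized by curve class.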
KB-3-1 cytotox: qHTS assay for MDR1-selective chemotherapeutics: Primary screen using the parental adenocarcinoma cell KB-3-1; AID 1347075, 2019; KB-3-1 viability, CellTiter-Glo ATP luminescence, 72 h; 400,000 compounds, 1.4% hits; Potency, µM (top dose mostly 46.1 µM), inactives show top-dose activity change, negative = cytotoxic, actives largely listed as cytotoxic; also: potency is read from the fitted curve at half-maximal effect; % is scaled to controls: 0 for no effect and ±100 for the full control effect; nearly all actives have a fitted effect of over 60% in size
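Cytotoxicity measured as CellTiter-Glo luminescence after 72 h at 37 C. Compound titrations were pinned onto drug-naive KB-3-1 parental adenocarcinoma cells grown in DMEM with 10% FBS, and normalized data fitted to concentration-response curves.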
Active calls of the source: *; ? = inconclusive; / = no result given; [ ] = another dose, or the depositor's remark. Unless noted, calls follow the shape of the dose curve; as a rule, active = well fitted curve in the direction sought with a large enough effect; inconclusive = small, poorly fitted or top-dose-only effect, or another doubt; inactive = no such curve, though single readings can be large; an effect the other way counts as inactive or inconclusive.

SMILES	KB-V1 cytotox	SW480 rerep	ATXN2 expr inh	IL-1B inflam inh	HT1080 IDH1KD tx	WRN helicase inh	MCF10A rereplic	HT1080NT lethal	KB-3-1 cytotox
Cc1ccc2c(c1)c(N=Nc1ccc([N+](=O)[O-])cc1)c(O)n2C	0%	-11%	-8%	6	-4%	2%	-9%	1%	-6%
Cc1ccc(NC(=S)/N=C(\N)Nc2nc(C)c3cc(C)ccc3n2)c(C)c1	?	-16%	-23%	-17	?	16%	?	-12%	3%
Nn1c(SCC(=O)Nc2cccc(C(F)(F)F)c2)nncc1=O	?	3%	11%	-14	10%	-3%	0%	6%	-3%
Cc1cc(NC(=O)COc2ccc(F)c(Cl)c2)no1	12%	-9%	17%	?	-3%	9%	10%	-5%	-4%
CC(=O)c1cn(C)c(=O)c2ccccc12	2%	23%	/	0	5%	-6%	0%	9%	3%
CC(C)c1nc(SCC(=O)Nc2ccc3c(c2)OCCO3)c2c(=O)n(C)c(=O)n(C)c2n1	-13%	-1%	-8%	10	4%	2%	-3%	1%	10%
COc1cc(C(=O)NCc2cc3ccccc3n2C)cc(OC)c1OC	-15%	-6%	-7%	19	7%	-4%	-3%	6%	-7%
COc1ccc(OCC(=O)NNC(=O)c2cccc(S(=O)(=O)N(C)C)c2)cc1	8%	-11%	-11%	18	-1%	0%	-2%	-3%	24%
O=C(OCc1ccc([N+](=O)[O-])cc1)c1cc([N+](=O)[O-])ccc1N1CCOCC1	?	?	-13%	-12	?	-7%	?	?	-5%
COc1ccc2c(c1)c1ncn(CCc3ccccc3)c(=O)c1n2C	-2%	-1%	-2%	-6	-18%	-5%	?	-16%	0%
CSCC[C@H](NC(=O)COc1ccc(Cl)cc1)c1nc2ccccc2[nH]1	?	?	2%	0	?	-3%	0%	-7%	4%
Cc1c(NC(=O)CSc2ccccn2)c(=O)n(-c2ccccc2)n1C	0%	3%	1%	-7	-2%	9%	6%	-3%	-5%
COc1cc(/C=C2\SC(N)=NC2=O)cc(Cl)c1O	5%	-3%	/	8	-12%	-21%	0%	-2%	-13%
CCS(=O)(=O)N1CCC(C(=O)c2ccc(Cl)cc2)CC1	-5%	-10%	-10%	-8	?	4%	-10%	-7%	8%
CC(=O)Cc1nsc(NC(=O)c2ccc(-c3cccc(C(F)(F)F)c3)o2)n1	5.8µM*	?	-6%	27	-15%	5%	13µM*	-15%	?
COc1ccc(NC(=O)C(=O)N/N=C/c2cccnc2)c(OC)c1	-3%	-17%	1%	-4	8%	3%	-1%	5%	15%
Cc1cccc(NC(=O)Nc2ccc(C)cc2Br)c1	-26%	24%	-4%	-6	?	-5%	-1%	-16%	-19%
O=C(c1cc2ccccc2oc1=O)N1CCCN(C(=O)c2cc3ccccc3oc2=O)CC1	27%	-6%	/	10	16%	-13%	-3%	6%	1%
Cc1ccccc1C(=O)NC(CC(C)C)C(=O)OCc1cc(=O)n2cc(Br)ccc2n1 (configuration not stated)	19%	-3%	62%[activator]	-6	23%	-9%	1%	22%	11%
COc1ccc2c(c1)C(=O)[C@H](O)[C@@H](c1ccc(OC)c(Br)c1)O2	0%	4.1µM*	-16%	26	?	9%	?	-21%	0%

Among those listed so far, these have a nitro group on carbon:
SMILES	KB-V1 cytotox	SW480 rerep	ATXN2 expr inh	IL-1B inflam inh	HT1080 IDH1KD tx	WRN helicase inh	MCF10A rereplic	HT1080NT lethal	KB-3-1 cytotox
Cc1ccc2c(c1)c(N=Nc1ccc([N+](=O)[O-])cc1)c(O)n2C	0%	-11%	-8%	6	-4%	2%	-9%	1%	-6%
O=C(OCc1ccc([N+](=O)[O-])cc1)c1cc([N+](=O)[O-])ccc1N1CCOCC1	?	?	-13%	-12	?	-7%	?	?	-5%

Next part:
SMILES	KB-V1 cytotox	SW480 rerep	ATXN2 expr inh	IL-1B inflam inh	HT1080 IDH1KD tx	WRN helicase inh	MCF10A rereplic	HT1080NT lethal	KB-3-1 cytotox
NC(=O)c1ccc(NC(=O)CSc2nnc(C3CCCCC3)n2N)cc1	11%	-13%	3%	-18	13%	2%	3%	18%	-1%
CC1(c2ccc3c(c2)OCCCO3)NC(=O)N(CC(=O)NCCc2ccccc2)C1=O (configuration not stated)	?	-4%	0%	-2	-2%	8%	-7%	6%	-5%
Cc1ccccc1N=Cc1c(O)n(-c2nccs2)c(=O)c2ccccc12	-8%	-5%	5%	-55*	13%	-15%	30%	12%	14%
O=C(CNC1CCCCC1)Nc1cccc(C(F)(F)F)c1	-23%	-1%	-7%	-77*	-11%	-4%	9%	?	14%
CCN1CCN(c2sc(S(=O)(=O)CC)nc2S(=O)(=O)c2ccc(Cl)cc2)CC1	?	/	/	-66*	-12%	5%	/	-2%	-1%
COc1cccc(-c2sc3ccc(OC)cc3c2-c2ccc(OC)cc2F)c1	-15%	9%	2%	-3	8%	-8%	15%	-2%	?
CN1C(=O)C(C(=O)Nc2ccccc2F)c2ccccc21 (configuration not stated)	0%	2%	/	2	3%	-2%	8%	7%	4%
CC(C)CC(=O)NNC(=O)C(C)C	4%	-8%	-4%	5	6%	6%	2%	3%	10%
COc1ccc(CN2CCNC(=O)C2CC(=O)N(C)Cc2nc(C)cs2)c(OC)c1 (configuration not stated)	21%	28%	-4%	0	1%	-16%	4%	0%	15%
O=[N+]([O-])c1ccc2c(c1)nc1n2CCCCC1	?	3%	1%	-24	-10%	4%	12%	-18%	14%
CC(C)n1nnc(-c2ccc(OCc3ccccc3F)cc2)n1	27%	15µM*	59%[activator]	0	-5%	0%	-3%	-8%	8%
CCOC(=O)C(C)/C(C)=N/NC(=O)CCC(=O)Nc1cc(C)ccc1C (configuration not stated)	6%	-3%	-23%	23	2%	8%[57.1 µM]	1%	14%	2%
CC(C)NC(=O)N(Cc1ccccc1)Cc1cccs1	-7%	-4%	-2%	-3	1%	1%	-6%	-3%	-5%
COCCSc1nnc(NC(=O)CS(=O)(=O)c2ccccc2)s1	-4%	-6%	25%	-6	11%	14%	3%	13%	6%
Cc1ccccc1C(C)NS(=O)(=O)c1ccc2c(c1)OCCO2 (configuration not stated)	-5%	-9%	/	28	0%	-10%	9%	-2%	0%
CCn1c2ccccc2c2cc(/C=N/NC(=O)c3ccncc3)ccc21	-22%	?	?	0	?	-7%	17%	-21%	-15%
CC(Oc1ccc2c3c(c(=O)oc2c1)CCCC3)C(=O)NCc1ccccn1 (configuration not stated)	-5%	16%	-19%	-19	-6%	2%	4%	-3%	-7%
CC1(c2ccc(OC(F)F)cc2)NC(=O)N(CC(=O)NC2CCCCC2)C1=O (configuration not stated)	?	-4%	-3%	12	-1%	-2%	-7%	2%	-7%
O=C(N/N=C/c1cccs1)C1CC(=O)N(c2ccccc2)C1 (configuration not stated)	0%	2%	-5%	-21	16%	-3%	4%	4%	?
COC(=O)c1ccc(C2c3c(n[nH]c3C)C(=O)N2c2ccc(C)cc2)cc1 (configuration not stated)	-23%	-4%	-4%	-8	-29%	-1%	5%	7%	-10%
Cc1ccc(C(O)c2ncc(-c3ccccc3F)[nH]2)c(C)c1 (configuration not stated)	2%	/	13%	-2	-2%	-5%	/	-4%	0%
CCOC(=O)[C@@H]1[C@H]2COc3cc(OC)ccc3[C@@H]2N2C(=O)N(c3ccc(C(F)(F)F)cc3)C(=O)[C@]12C	-3%	1%	1%	-2	19%	-7%	3%	11%	2%
Cc1cccc2cc(CN(Cc3cccs3)C(c3nnnn3C3CCCC3)C(C)C)c(=O)[nH]c12 (configuration not stated)	10%	-3%	-10%	0	13%	-2%	-2%	-2%	-6%
CCc1ccc(CNC(=O)CCc2cn(C)c3ccccc23)cc1	4%	-14%	4%	16	2%	1%[57.1 µM]	9%	5%	11%
Cc1ccc(CNC(=S)Nc2cc(C(=O)O)ccc2C)cc1	11%	-3%	-9%	7	9%	-9%	5%	10%	-3%
CCS(=O)(=O)c1nc(S(=O)(=O)c2ccc(C)cc2)c(N2CC(C)CC(C)C2)s1 (configuration not stated)	?	-34%[inhibitor]	5%	0	0%	-6%[57.1 µM]	?	4%	-18%
O=C(NCc1ccc2c(c1)OCO2)c1ccc(CS(=O)Cc2cccc(Cl)c2)o1 (configuration not stated)	-14%	0%	2%	-68*	1%	5%	-1%	-4%	8%
CC(NC(=O)C(=O)NCCCn1ccnc1)c1ccccc1 (configuration not stated)	-3%	-4%	-16%[11.3 µM]	19	1%	-1%[57.1 µM]	2%	-1%	6%
Cc1ccc(C(=O)N/N=C\C2CC=CCC2)cc1[N+](=O)[O-] (configuration not stated)	?	2%	-11%	18	?	9%	-15%	-25%	6%
CSCCC(NC(=O)COc1ccccc1)C(=O)N1CCN(c2ccccc2O)CC1 (configuration not stated)	?	-5%	-1%	-6	0%	-11%	12%	7%	13%
CCCCNC(=O)C(NC(=O)c1cnccn1)C(=O)c1ccccc1 (configuration not stated)	-11%	/	/	39	11%	-6%	/	-2%	10%
OCCC1CN(CCCn2cccn2)CCN1C1CCCCC1 (configuration not stated)	-1%	17%	-17%	16	27%	-28%	-3%	19%	0%
CCN(CC)S(=O)(=O)c1ccc(N(C)CCc2ccc(OC)c(OC)c2)nc1	?	-5%	-17%	16	-16%	-1%	0%	-14%	-18%
Cc1ccc2c(=O)c(C(=O)c3ccc(F)cc3)cn(CC(=O)NCc3ccco3)c2n1	13%	23%	4%	14	6%	-7%	-4%	-2%	5%
